# Screening results: PubChem, Small Molecule Screening Facility, UW Madison
# PriA SSB inh: K. pneumoniae PriA-SSBct interaction inhibition; AlphaScreen SSBct-PriA binding, biotinylated peptide; actives 0.6% (n = 430,000); inhibition, % at 33 µM; in the data active means inhibition mostly above about 37%, no sharp cut-off; inactive means mostly below about 20%;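 further: plate controls were negative control peptide for no effect and reference peptide for full effect; strong numbers were not always called active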
# An asterisk follows results filed as active; & = joins results of further samples.
SMILES,PriA SSB inh
Cc1sc(NC(=O)CS(=O)(=O)c2ccc(Cl)cc2)c(-c2nc3ccccc3s2)c1C,-6.0
COc1cc(Br)cc2cc(C(=O)Oc3cccc4cccnc34)c(=O)oc12,89.0*
O=C(c1cc(-n2cccn2)ccn1)N1CCn2c1nc1ccccc12,-10.0
CCOC(=O)CCC(=O)N1CCN(Cc2nc(-c3cccc(OC)c3)cs2)CC1,-1.0
O=C(O)c1ccc(NN=Cc2cccc(F)c2)cc1,-18.7
O=C(NN=Cc1ccc2c(c1)OCO2)c1ccccn1,2.3
O=S(=O)(NCCn1ccc(C(F)(F)F)n1)c1ccccc1F,-6.0
Cc1ccccc1-c1ccc(N2CCN(C(=O)COc3ccc4c(c3)OCO4)CC2)nn1,-7.0&11.0
COc1ccc2c(=O)c(Oc3ccc(C(=O)NCCc4c[nH]c5ccccc45)cc3)coc2c1,-6.0
O=C(NCCOc1ccccc1)NCCC(O)c1ccsc1 (stereo not drawn),6.0
COc1ccc(Cl)cc1NC(=O)N1CCC(c2nnc(-c3ccco3)s2)CC1,-16.0
CCn1nc(C(=O)N=c2sc3cc(OC)ccc3n2CCSC)cc1C,-13.0
CC1Cc2ccccc2N1C(=O)c1ccc(N2CCC(Cc3ccccc3)CC2)nn1 (stereo not drawn),-5.0
Cc1cccc(C(=O)NCCCn2nc(-c3ccc(Cl)cc3)ccc2=O)c1,-19.0
CCOc1ccc(NC(=O)CSc2ncc(S(=O)(=O)c3cccs3)c(N)n2)cc1,-5.0
CCn1cc(NC(=O)N(CCO)Cc2ccccc2)c2ccccc21,3.0
COc1cccc(NC(=O)c2sc(C)nc2-c2ccc([N+](=O)[O-])cc2)c1,1.0
O=C(Cc1csc(NS(=O)(=O)c2ccc(Cl)cc2)n1)N1CCN(c2ccccc2)CC1,8.0
O=C(NN=Cc1cc(Br)ccc1O)c1cccc(N2CCCC2=O)c1,-13.2
O=C(CSc1ncnc2ccccc12)Nc1nccs1,6.0
Cc1csc(C(=O)NCCC(O)c2ccoc2)c1 (stereo not drawn),-18.0
CCOc1cccc2sc(NC(=O)C3CCN(S(=O)(=O)c4cccs4)CC3)nc12,-6.0
COc1ccc(C(C)=NNC(=O)c2ccc(CSc3nncn3C)cc2)cc1,-16.9
CC1CCCN(S(=O)(=O)c2cc3cc(Br)ccc3oc2=O)C1 (stereo not drawn),-1.0
CCCc1nnsc1C(=O)NC[C@H](O)c1ccc(SC)cc1,5.0
CC(=O)N1CCN(c2ccc(C=O)cc2)CC1,-28.0
Cn1nc(-c2ccc(F)cc2)cc1C(=O)NCCc1nc2c(c(C(F)(F)F)n1)CCCC2,-9.0
CC1CCCCC12NC(=O)N(CC(=O)Nc1ccc([N+](=O)[O-])cc1)C2=O (stereo not drawn),7.0
COC(=O)c1ccc2c(=O)n(-c3ccccc3)c(N3CCSC3)nc2c1,-12.0
OC(COc1ccc(OCC(O)CN2CCc3ccccc3C2)cc1)CN1CCc2ccccc2C1 (stereo not drawn),-7.0

# Of the compounds above, three contain fluorine:
SMILES,PriA SSB inh
O=C(O)c1ccc(NN=Cc2cccc(F)c2)cc1,-18.7
O=S(=O)(NCCn1ccc(C(F)(F)F)n1)c1ccccc1F,-6.0
Cn1nc(-c2ccc(F)cc2)cc1C(=O)NCCc1nc2c(c(C(F)(F)F)n1)CCCC2,-9.0

# Going on with the list.
SMILES,PriA SSB inh
O=C(Cc1csc(Nc2cccc(C(F)(F)F)c2)n1)NC1CC1,8.0
COCCn1c(SCc2ccc(F)cc2Cl)nc2cc(C(=O)NC(C)C)ccc2c1=O,-2.0
CN1CCN(c2nc3ccc(NC(=O)C4CCCN(S(=O)(=O)c5cccs5)C4)cc3s2)CC1 (stereo not drawn),-25.0
CCOCCCNS(=O)(=O)c1cc(C)c(Br)cc1C,-7.0
O=C(Cc1ccc(-c2ccccc2)cc1)Nc1ccc(CC(=O)NC2CC2)cc1,-5.0
Cn1nc(-c2ccc(NC(=O)c3ccc4c(c3)OCO4)cc2)ccc1=O,3.0
CN(C)C=Nc1ncc(C(=O)c2ccc(Cl)cc2Cl)s1,2.7
Cc1cccc(NC(=O)N2CCOCC2)c1C,-1.0
COc1cc(C=NNC(=O)c2cccnc2)ccc1OC(=O)c1ccco1,-12.6
O=C(CSc1ccc(F)cc1)Nc1cccc2ccccc12,-8.0
O=C(Cc1csc(NS(=O)(=O)c2ccc(Cl)cc2)n1)Nc1ccc2c(c1)OCCO2,-9.0&11.0
O=C(C1=Cc2ccccc2OC=C1)N1CCc2ccccc2C1,15.0
C#CC1(OCC(O)CN2CCN(CCN3C(=O)c4cccc5cccc(c45)C3=O)CC2)CCCCC1 (stereo not drawn),4.0
Cc1cc(C)n(-c2ccc(C(=O)NCC(F)(F)F)nn2)n1,-5.0
CC1CCc2c(sc(NC(=O)c3ccc4ncsc4c3)c2C(N)=O)C1 (stereo not drawn),0.0

# In a second layout: entries from further up.
O=C(Cc1ccc(-c2ccccc2)cc1)Nc1ccc(CC(=O)NC2CC2)cc1
- PriA SSB inh: -5.0

Cn1nc(-c2ccc(NC(=O)c3ccc4c(c3)OCO4)cc2)ccc1=O
- PriA SSB inh: 3.0

# Following part.
SMILES,PriA SSB inh
O=S(=O)(c1ccccc1Cl)N1CCN(c2ccc(-c3cccnc3)nn2)CC1,-9.0
Cc1cccc(-n2c(C)cc(C=NNC(=O)c3cccs3)c2C)c1,17.8
Cc1cc(C)c(C)c(S(=O)(=O)NCCC(=O)O)c1C,-8.0
COc1ccc(CCS(=O)(=O)NCC(C)(OC)c2cccc(Cl)c2)cc1 (stereo not drawn),-16.0
Cc1ccc2nc(N(CCN(C)C)C(=O)c3ccc(S(=O)(=O)N4CCCCCC4)cc3)sc2c1,35.0*
CC(Cc1ccccc1)=NNC(=O)CNC(=O)c1ccccc1Br,-13.4
Cc1sc(NC(=O)C2=COCCO2)c(-c2nc3ccccc3s2)c1C,-5.0&0.0
CC(C)CS(=O)(=O)Nc1ccc2c(c1)CC(=O)N2,-7.0
COC(=O)c1ccc(CSc2nc(-c3ccc(OC)cc3)ns2)o1,-20.0
Cn1nc(C(F)(F)F)c(C=NOC(=O)c2ccccc2)c1Cl,-17.1
Cc1cc(NC(=O)c2ccc([N+](=O)[O-])o2)n(-c2nc3c(c(=O)[nH]2)CCC3)n1,4.0
CCCN(CCC)S(=O)(=O)c1ccc(Br)c(OC)c1,-17.0
O=C(CNC(=O)c1ccco1)Nc1nc(-c2ccccn2)cs1,96.2*
COc1cccc(Sc2ccc(N3CCC(C(=O)NCc4ccc(OC)c(OC)c4)CC3)nn2)c1,-3.0
O=C(C1COc2ccccc2O1)N1CCN(c2cc(-n3cncn3)ncn2)CC1 (stereo not drawn),-10.0

# Quoted at random: 4 records from the list
SMILES,PriA SSB inh
COC(=O)c1ccc(CSc2nc(-c3ccc(OC)cc3)ns2)o1,-20.0
Cc1cc(NC(=O)c2ccc([N+](=O)[O-])o2)n(-c2nc3c(c(=O)[nH]2)CCC3)n1,4.0
O=C(C1COc2ccccc2O1)N1CCN(c2cc(-n3cncn3)ncn2)CC1 (stereo not drawn),-10.0
Cc1sc(NC(=O)C2=COCCO2)c(-c2nc3ccccc3s2)c1C,-5.0&0.0

# Remaining list, next part
SMILES,PriA SSB inh
Cc1cccc(NC(=O)NCCSC2CCOCC2)c1,-23.0
CCN(CC)C(CN)c1ccccc1Cl (stereo not drawn),-4.0
CCOc1cc(C(=O)N2c3ccccc3C[C@H]2C(=O)NC)cc(OCC)c1OCC,-10.0
CC(=NNC(=O)c1cc(C)[nH]n1)c1ccco1,-2.0
Cc1ccc(-c2nc(Cn3ccn4nc(-c5ccc(Cl)cc5)cc4c3=O)c(C)o2)c(C)c1,-3.0
NC(=O)c1oc2ccccc2c1NC(=O)C1CCCCN1S(=O)(=O)c1cccs1 (stereo not drawn),4.0
CCOC(=O)c1c(NC(=O)c2ccc(Br)s2)sc(C)c1C,-14.0
C1CCN(CC2CSCCCN2)CC1 (stereo not drawn),-5.0
Cc1ccccc1[C@@H]1CCN(C(=O)CNC(=O)OCc2ccccc2)CCS1,-7.0
CC(C)n1c(=O)c2ccc(C(=O)NC3CCCC3)cc2n2c(=O)n(Cc3cccc(Cl)c3)nc12,-14.0
CC1CCC(C(C)C)C(OCC(O)CN2CCN(Cc3ccc(Cl)cc3)CC2)C1 (stereo not drawn),1.0
CCN(Cc1ccccc1)C(=O)CSc1nc2ccsc2c(=O)n1Cc1ccc2c(c1)OCO2,1.0
O=C(Nc1ccc(C(F)(F)F)cc1)C(=O)NC1CCCCCC1,-13.0
O=C(CSc1nc(=O)n(CCCO)c2c1CCC2)N1CCc2ccccc21,-4.0
COc1ccc(C(=O)c2sc3nc(-c4ccc(OC)cc4)cc(-c4ccco4)c3c2N)cc1,-6.0
CC(C)OC(=O)c1c(NC(=O)c2ccccc2Br)sc2c1CCCC2,-13.0
O=C(c1ccccc1Br)N1CCC[C@H](c2nnc(C(F)(F)F)o2)C1,-11.0
O=S(=O)(Cc1ccccc1)NCC1(c2ccc(F)cc2)CC1,7.0
N#Cc1ccc(C(=O)Nc2nnc(CSc3ccccc3)o2)cc1,22.0
COc1ccc(CN2CCN(c3cc(C)c(C#N)c4nc5ccccc5n34)CC2)cc1F,-13.0
O=C(Cc1ccc(F)cc1)N[C@H]1CCN(c2ccccn2)C1,-4.0
O=C(c1ccc(Cl)cc1)N1CCOCC1CO (stereo not drawn),-7.0
CCc1n[nH]c(=S)n1N=Cc1cccc2ccccc12,-4.0
CCOC(=O)N1CCN([C@@H](c2ccc(OC)c(OC)c2)c2c(O)cc(C)n(CCOC)c2=O)CC1,-8.0
CCOC(=O)c1c(SCC(=O)c2ccc(F)cc2)nc(=O)[nH]c1C,-15.0
CCOc1cccc(/C=N\NC(=O)CCc2c(C)n[nH]c2C)c1O,-3.0
O=c1sc(C=NNc2ccccc2)c(Cl)n1Cc1ccccc1,7.2
O=C(CCCSc1ccc(NC(=O)c2ccco2)nn1)Nc1cnc2ccccc2c1,-8.0
COc1ccc(-c2cc3c4nnc(CCC(=O)N5CCN(c6ccccc6F)CC5)n4ccn3n2)cc1,-16.0
COc1ccc(C(=O)Nc2ccc3c(c2)CCC(=O)N3CC(C)C)c(OC)c1,2.0
Cc1ccccc1CSc1nnc(CNC(=O)c2cccc([N+](=O)[O-])c2C)o1,14.0
CCOCCn1ccc2c(O)cccc2c1=O,-13.0
COc1ccc(-c2ccc(N3CCC(C(=O)Nc4ccncc4)CC3)nn2)cc1,-12.0
CCOc1ccc(C2C(=C(O)c3ccc4c(c3)CC(C)O4)C(=O)C(=O)N2CCCn2ccnc2)cc1OCC (stereo not drawn),-18.2
CCN(CC)c1ccc(C=NN2CCN(Cc3ccccc3)CC2)cc1,84.3
O=C(Nc1ccccc1-c1nc2ccccc2[nH]1)c1ccccc1Br,1.0
Cc1ccc(C=NNc2nnc(Cc3ccccc3)c(=O)[nH]2)o1,-5.7
COc1ccc(Cl)cc1CN1CCN(c2c(C)c(C)nc3c(-c4ccccc4)cnn23)CC1,-22.0
COc1ccc2c(c1)CCC[C@@]2(O)CNS(=O)(=O)c1cccnc1,1.0
COc1ccccc1N1CCN(C(=O)Cn2c(C)nc(C(C)(C)C)cc2=O)CC1,13.0
COc1ccc(F)cc1S(=O)(=O)N1CCN(CCn2ccnc2-c2ccccc2)CC1,-15.0
CN(C)C[C@H]1CSCCCN1C(=O)c1cccc2ccccc12,4.0
O=C(NN=Cc1ccc(Cl)cc1)c1cc(-c2cccnc2)nc2ccccc12,-5.8
COc1ccc(C)cc1S(=O)(=O)NCC1(c2cccs2)CCCC1,8.0
COc1ccc(C(=O)N(Cc2cccnc2)c2nc3c(C)cc(Cl)cc3s2)cc1OC,-15.0
Cc1nc2ccccc2c(C)c1C,-15.0&2.0
COc1ccc(S(=O)(=O)Oc2c(Cl)cc(Cl)c3cccnc23)cc1OC,-1.0
O=C(Cc1cc(=O)[nH]c(SCc2ccccc2)n1)NC1CCCCC1,-27.0
Cc1ccc(-n2nnnc2CNC(=O)c2ccc(F)c(F)c2)cc1C,-1.0
O=C(NN=Cc1ccccn1)c1cccs1,11.2
COc1ccc(C(=O)N[C@H]2CCc3nn(C)c(=O)cc3C2)cc1F,-4.0
NS(=O)(=O)c1ccc(NC(=O)c2cccn(Cc3ccccc3F)c2=O)cc1,25.0
O=C(CCCCCn1c(=O)c2sccc2n(Cc2ccc([N+](=O)[O-])cc2)c1=O)NCc1ccccc1Cl,10.0
CCC(C(=O)N1C2CCCC1COC2)c1ccccc1 (stereo not drawn),-6.0
CCN1CCN(C=Nc2nc3c(s2)CCCC3)CC1,-1.9
CCSc1nnc(NC(=O)c2cc(=O)c(OC)c[nH]2)s1,30.0
C=CCN(CC=C)C[C@H](O)Cn1c2ccccc2c2ccccc21,-5.0
CC(=O)c1ccc(N2CCN(S(=O)(=O)CCN3C(=O)CCCC3=O)CC2)cc1,-14.0
Cn1cccc1[C@@H](O)CCNC(=O)C(=O)NCc1ccc(F)cc1,-5.0
COc1ccc(S(=O)(=O)NCCOc2ccc3nnc(-c4ccccc4)n3n2)cc1F,-15.0

# Next compounds follow.
SMILES,PriA SSB inh
O=C(CNC(=O)c1ccc(S(=O)(=O)N2CCOCC2)cc1)N/N=C\c1c(F)cccc1Cl,5.0
Cc1ccc(Cl)cc1S(=O)(=O)NCc1nn(C2CCCC2)c2c1CCCC2,-6.0
Cc1c(Cl)cccc1S(=O)(=O)N1CC[C@H](S(=O)(=O)Cc2ccco2)C1,-6.0
O=C(O)c1cc(=O)n(-c2ccccc2)c(=O)[nH]1,-11.0
O=C(CN1C(=O)/C(=C/c2ccccc2)SC1=S)NNC(=O)c1ccncc1,-7.0
Cc1ccccc1Cn1nnc2c(=O)n(Cc3nc(-c4ccccc4Cl)no3)cnc21,4.0
CC(=O)c1ccc(NC(=O)C2CCN(S(=O)(=O)c3ccc(Cl)s3)CC2)cc1,-7.0
CC(=O)c1ccc(NC(=O)CSc2nccn3nc(-c4cccc5ccccc45)cc23)cc1,-19.0
CCOc1ccc(CC(=O)Nc2nc(-c3cccnc3)cs2)cc1,-3.0
COC(=O)C(N)c1ccc(F)cc1 (stereo not drawn),-1.0
O=C(Nc1nc2c(s1)CCc1ccccc1-2)c1ccc(Br)cc1,9.0
O=C(CCCSc1ccccc1)Nc1ccc2sccc2c1,-6.0&-5.0
O=C(Nc1ccccn1)NC1CC(=O)N(c2ccc(Cl)cc2)C1 (stereo not drawn),1.0
O=C(NN=Cc1cccnc1)c1cc(-c2cccs2)nc2ccccc12,5.9

# Not all compounds are listed. The share of hits here may be higher or lower than overall.
